aDG glyco up: alpha-DG glycosylation activation; Pro5-aDG cells, alpha-DG glycosylation AlphaScreen (IIH6); 0% Pro5, 100% B10-LARGE cell signal; activation, % at 10 µM; hit rate 0.22% among 360,000;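 active = activation of at least 8% versus controls, or a plate z-score of at least 8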;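 note: Pro5 are CHO cells carrying HIG-tagged alpha-DG that lacks glycosylation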
ABCB6 inh 2: inhibitors of human ABC transporter ABCB6; Q9NP58; K562-ABCB6 porphyrin accumulation, flow cytometry, 1 h; hits give low values; fluorescence ratio to DMSO, % at 10 µM; hit rate 0.19% among 360,000; AID 602162;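 active = fluorescence ratio to DMSO below 75%, the collection mean minus 3 SD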;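 note: signal is porphyrin accumulated inside mitochondria; 100% equals median channel fluorescence of DMSO control wells; lower ratio means ABCB6 inhibition with less porphyrin fluorescence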
iPSC survival up: hiPSC single-cell survival enhancement | ATPlite luminescence; 100% = ROCK inhibitor wells, 0% = DMSO | survival enhancement, % at 20 µM | hit rate 0.044% among 360,000; in the data active = survival enhancement above about 18%;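 note: cells exposed to compounds for 16 hours before the ATP read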
m5-HT2A agonist: agonists of mouse serotonin 5-HT2A receptor (HTR2A). CHO-K1 mHTR2A beta-arrestin complementation, luminescence; percent of 30 µM serotonin response. activation, % at 7.6 µM. hit rate 0.66% among 360,000. AID 624169;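 active = activation above a run cutoff, the mean activation of all tested compounds plus 3 SD, cut at about 14% in these data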;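 note: 0% = plate median of compound wells and 100% = 30 µM serotonin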
Target sequence (P35363 whole entry, looked up): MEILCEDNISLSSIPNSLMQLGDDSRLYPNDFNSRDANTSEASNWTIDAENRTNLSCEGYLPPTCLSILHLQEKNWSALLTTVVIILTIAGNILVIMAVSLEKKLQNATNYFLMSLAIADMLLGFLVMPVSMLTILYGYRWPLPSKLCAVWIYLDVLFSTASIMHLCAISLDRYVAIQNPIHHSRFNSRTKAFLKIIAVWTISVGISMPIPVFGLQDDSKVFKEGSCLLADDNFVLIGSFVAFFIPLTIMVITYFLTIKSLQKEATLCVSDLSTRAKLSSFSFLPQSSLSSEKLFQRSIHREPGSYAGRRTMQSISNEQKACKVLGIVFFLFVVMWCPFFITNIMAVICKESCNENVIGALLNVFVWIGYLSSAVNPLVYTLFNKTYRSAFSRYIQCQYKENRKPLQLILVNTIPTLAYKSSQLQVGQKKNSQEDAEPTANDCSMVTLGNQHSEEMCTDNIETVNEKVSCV
Vif imaging: blocks HIV Vif function; hit rate 0.35% among 340,000; inhibition, % at 7.49 µM; HEK293T cells, Vif self-association by quenched fluorescence, imaging, 24 h; AID 602346; in the data active = inhibition above about 50%, passing the limit was not always enough; note: some results filed as inactive read as strong as hits
Exocytosis inh: blocks lytic granule exocytosis. TALL-104 LAMP-1 surface exposure, flow cytometry; cells stimulated with thapsigargin and PMA. inhibition, % at 10 µM. hit rate 0.66% among 360,000. AID 651702;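 active = inhibition above about 55%, limit read from the data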
CaV13 ICDI inh: Disruptors of the CACNA1D IQ motif to Ca2+-dependent inactivation inhibitor domain association, primary screening, Förster resonance energy transfer in intact living …; HEK cells, CFP/YFP FRET ICDI-IQ, plate reader, 10 min; percent FRET-ratio fall versus neutral wells; hit rate 0.098% among 340,000; inhibition, % at 12.3 µM;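 active = mean replicate inhibition of at least 30% and at least 1% of replicates passing that level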;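 note: 0% = median of the neutral control wells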
PDI turbidity: inhibitors of human protein disulfide isomerase; P07237; PDI insulin aggregation turbidity, A650, 90 min; inhibition, % at 10 µM; hit rate 0.052% among 350,000;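 active = mean inhibition across replicates of 30% or more, whatever share of single replicates reach that level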;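 note: absorbance from insulin aggregation driven by PDI reduction with DTT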
Target sequence (P07237 whole entry, looked up): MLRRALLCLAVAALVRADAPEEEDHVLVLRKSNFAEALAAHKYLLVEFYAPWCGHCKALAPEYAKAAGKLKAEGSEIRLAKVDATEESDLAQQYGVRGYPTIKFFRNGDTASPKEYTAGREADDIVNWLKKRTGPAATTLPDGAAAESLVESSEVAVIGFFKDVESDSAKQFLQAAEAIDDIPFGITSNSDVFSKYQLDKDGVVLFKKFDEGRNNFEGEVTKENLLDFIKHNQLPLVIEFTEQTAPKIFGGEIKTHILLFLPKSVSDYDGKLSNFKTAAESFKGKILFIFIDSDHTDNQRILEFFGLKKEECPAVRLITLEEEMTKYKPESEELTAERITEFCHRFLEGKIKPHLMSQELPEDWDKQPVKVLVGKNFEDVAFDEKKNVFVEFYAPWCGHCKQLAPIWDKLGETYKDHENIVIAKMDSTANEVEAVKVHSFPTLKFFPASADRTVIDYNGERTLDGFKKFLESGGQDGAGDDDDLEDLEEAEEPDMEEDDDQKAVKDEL
H9c2 protect: myocardial damage modulation in H9c2 cells; hit rate 0.63% among 360,000; H9c2 cardiomyocytes, H2O2 injury protection, ATPLite, 2 h; protection from H2O2 cell death, % at 20 µM;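 active = compounds giving at least 50% protection of heart cells from peroxide-induced death in the single-dose screen, raw or plate-pattern-corrected value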;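 note: 0% = DMSO wells with peroxide and 100% = DMSO wells without peroxide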
N-glyco inh: blocks N-linked glycosylation in D54 reporter cells; D54 ERlucT glycosylation luciferase reporter, 24 h; percent of 100 nM tunicamycin response; hit rate 0.23% among 360,000; reporter increase, % at 12.5 µM; AID 588692;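 active = mean luciferase reporter signal, scaled so untreated is 0 and the glycosylation-blocking control 100, at or above a set limit in every replicate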;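 note: luciferase carries N-glycosylation sites so blocking glycosylation raises the light; 0% = median of neutral control wells and 100% = median of 100 nM tunicamycin wells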
Numbers without * were called inactive; i = inactive; nt = no result given.

Below each SMILES – aDG glyco up	ABCB6 inh 2	iPSC survival up	m5-HT2A agonist	Vif imaging	Exocytosis inh	CaV13 ICDI inh	PDI turbidity	H9c2 protect	N-glyco inh
C=COCCn1c(=N)n(CCC)c2ccccc21
  0.0	97	-0.6	-1	nt	-2	0	2	-2	0
COc1ccc(-c2nn(-c3ccccc3)cc2/C=C/C(=O)OCC(=O)Nc2cccc(C#N)c2)cc1
  0.0	94	-2.1	6	35	-5	-4	-2	11	-1
NC(=O)c1c(NC(=O)CSc2nnc(-c3ccco3)n2N)sc2c1CCCC2
  -0.4	96	2.0	-3	7	0	-2	-1	-3	8
CCCCc1nc2cc(C(=O)NC(C)c3cnn(C)c3)ccc2o1 (centres undefined)
  0.0	90	-0.1	2	5	0	-7	-2	-7	-1
c1ccc(C2CC3CC(c4ccccc4)N2O3)cc1 (centres undefined)
  0.0	92	-0.6	0	nt	-3	-7	-4	4	3
Cc1nc2ccccc2nc1SCC(=O)N1CCC(C)CC1
  0.6	96	-0.4	2	-13	-4	-4	6	-7	-4
O=c1c(Cc2ccc(Cl)cc2Cl)c(O)ccn1CCCN1CCOCC1
  0.2	92	0.1	0	1	-2	-13	-3	-1	1
Cn1nc(C(=O)OCC(=O)NCCc2ccccc2)c2ccccc2c1=O
  0.1	95	-0.4	1	-31	-4	nt	1	8	2
CON=C(C(=O)NC1C(=O)N2C(C(=O)O)=C(CSc3nc(=O)c(=O)[nH]n3C)CSC12)c1csc(N)n1 (centres undefined)
  -0.3	99	13	4	4	-3	-5	-1	4	0
CCC1CCCCN1C(=O)COC(=O)CN(C)S(=O)(=O)c1ccc(NC(C)=O)cc1 (centres undefined)
  -0.3	97	1.1	0	10	-1	-6	5	14	3
Cc1cccc(NC(=O)c2ccc(NCCO)c([N+](=O)[O-])c2)n1
  0.0	96	-0.5	-3	-5	-6	-5	-2	-4	1
CNC(=O)c1cc2cc(OC)ccc2oc1=O
  -0.1	99	0.5	1	3	-2	-8	18	-1	4
CN(C)c1nc(Oc2ccc(C(=O)OCC(=O)Nc3ccccc3)cc2)nc(N(C)C)n1
  -0.1	81	-3.0	8	-12	11	nt	1	-23	2
Cc1cc(O)c(/C=N/Nc2ccccc2)c(=O)o1
  1.0	101	-0.5	-2	nt	1	-7	-4	6	3
CN(C)CCN(C(=O)c1ccccc1Cl)c1nc2c(Cl)cccc2s1
  0.1	99	-1.9	-2	3	-4	-6	3	7	1
COc1cccc(C(=O)N2CCN(Cc3cn[nH]c3-c3ccc(F)cc3F)CC2)c1
  -0.4	93	0.2	2	1	1	-2	1	0	-3
CN(c1ccccc1)S(=O)(=O)c1ccc(C(=O)Nc2nccs2)cc1
  -0.1	93	4.2	2	nt	-1	-7	-1	6	-2
CC(/C=N/NC(=O)Cn1nnc(N)n1)=C\c1ccc(C(C)C)cc1
  -0.1	102	-0.2	3	nt	14	2	-3	0	0
COc1ccc(NC(=O)C2=C(C)NC(=O)NC2c2ccccc2[N+](=O)[O-])cc1 (centres undefined)
  0.0	100	0.3	-4	-2	-8	-6	4	3	1
COCCCNC(=O)c1ccc(Cn2c(=O)c3ccccc3n(CC(=O)NCCc3ccc(OC)c(OC)c3)c2=O)cc1
  -0.1	92	-0.2	-2	1	0	-17	2	6	2
Cc1ccccc1C1=NC(C(F)(F)F)(C(F)(F)F)c2c(n(C)c(=O)n(C)c2=O)N1
  0.3	94	2.1	1	0	0	-3	10	-5	-1
C=CC[C@@H](CC(=O)N(CCO)Cc1ccccc1)C(=O)N[C@@H](COC(=O)[C@@H](CC=C)Cc1ccc(F)cc1)Cc1ccccc1
  2.2	101	-2.4	-4	-16	4	-8	-1	7	-6
COC(=O)[C@@]1(Cc2ccc(F)cc2)[C@H]2c3cc(C(=O)N(C)C)n(Cc4ccc(C)c(F)c4F)c3C[C@H]2CN1C(=O)c1ccccc1
  0.0	118	-0.3	0	nt	5	-6	nt	nt	nt
COC(=O)Nc1ccc(S(=O)(=O)N2CCCCC2C(=O)NCc2ccco2)cc1 (centres undefined)
  -0.2	97	-0.5	-1	-12	-2	nt	-1	-1	1
COc1ccc(-c2cc3ccccc3nc2N)cc1OC
  0.5	98	-0.7	4	-13	-11	-4	0	-9	-2
c1cncc(-c2nc3c(ccc4ccccc43)[nH]2)c1
  0.0	107	-2.9	0	-32	3	-9	-6	17	6
CCN(CCCNC(=O)c1cc2c(-c3cccc(OC)c3)nn(C)c2s1)Cc1ccccc1
  0.7	i	-0.5	-11	-14	54	-21	11	0	1
COc1cccc(C(c2c(NC(=O)c3ccccc3)sc(C)c2C)N2CCN(C)CC2)c1 (centres undefined)
  0.1	90	-1.6	-7	0	11	-4	2	2	-2
C=CCNc1nc(-c2c(C)nc3ncccn23)cs1
  0.1	98	1.7	0	-1	1	-21	0	-1	1
NS(=O)(=O)c1ccc(CNC(=O)c2cc(-c3ccccc3)nc3ccccc23)cc1
  0.2	99	-0.3	-6	-18	3	-3	5	19	-2
COC(=O)c1ccccc1NC(=O)N1CCCC1
  -0.1	99	0.4	3	8	3	-4	-4	5	2
O=C(CCn1c(=O)[nH]c2ccccc2c1=O)NCCSCc1ccccc1
  -0.4	94	-0.3	-3	-1	-2	-7	4	1	2
OC(CNCCC(c1ccccc1)c1ccccc1)COc1ccccc1 (centres undefined)
  0.4	94	-0.6	-6	-8	74*	-5	-1	-20	-4
COC(=O)c1cn(NC(=O)C2CCCO2)c(=O)c2ccccc12 (centres undefined)
  -0.1	96	4.6	0	1	10	-4	-3	-1	0
COc1ccc(CN2CCN(CCC(C)C)C(CCO)C2)cc1Cn1cncn1 (centres undefined)
  0.5	93	1.3	-1	3	1	-3	1	4	-1
CN1CCN(c2ncnc3c2ncn3[C@H]2CN(Cc3cccs3)C[C@@H](CO)O2)CC1
  -0.1	98	0.3	-5	11	0	-9	2	7	1
O=C(COC(=O)c1cc[n+]([O-])cc1)NCCc1ccc(Cl)cc1Cl
  0.0	99	1.2	-4	-4	-3	-7	-1	6	0
Cc1nc(CNS(=O)(=O)c2cc([N+](=O)[O-])ccc2C)cs1
  0.0	96	-0.4	7	1	-9	-5	-4	-2	-1
CCOC1OC(=O)C(Cl)=C1Nc1ccc(C)cc1 (centres undefined)
  0.4	94	-0.7	-9	-6	-2	-92	5	-1	4
COc1ccc(N2C(=O)CSCC2=O)cc1OC
  -0.1	96	1.8	-1	-1	0	-5	-2	13	1
CC(=O)CC(=O)Nc1ccccc1NC(C)=O
  0.0	79	1.5	4	3	1	-5	-1	0	-2
CCn1c(C)cc(O)cc1=O
  0.0	102	1.6	3	-1	-2	-3	2	-3	1
CN(Cc1ccccc1)C(c1cc2ccccc2o1)c1nnnn1C(C)(C)C (centres undefined)
  0.1	95	-0.8	-9	nt	-2	-9	nt	nt	nt
C[C@@H]1COC(=O)[C@H](Cc2ccc(F)cc2)C/C=C\C[C@@H](CC(=O)N[C@H](CO)Cc2ccccc2)C(=O)N1
  0.0	91	4.3	-2	-1	16	-5	-3	-1	4
FC(F)(F)c1nnc(-c2ccccc2)nc1Oc1ccc(Cl)cc1Cl
  0.0	93	-1.6	1	51*	-2	-2	0	-16	2
N=C1/C(=C\c2ccc(SCc3ccco3)o2)C(=O)N=C2SC=NN12
  0.6	95	-0.5	-3	41	-3	-4	0	-7	0
O=C1C=C(c2ccc(OC(F)(F)F)cc2)C[C@@H](c2ccc(F)cc2)C1
  0.1	100	-2.7	-3	39	-4	nt	2	-7	-1
O=C(c1ccc(-n2cncn2)c([N+](=O)[O-])c1)N1CCN(S(=O)(=O)c2ccccc2Br)CC1
  0.4	97	0.0	-3	nt	4	0	7	0	1
CC(C)Nc1nc(NC(C)C)nc(NS(=O)(=O)c2ccc(N)cc2)n1
  -0.2	88	2.2	4	-4	0	-5	3	2	2
CCOc1ccc(S(=O)(=O)N2CCN(C(=O)Cc3ccc(S(=O)(=O)N4CCOCC4)s3)CC2)cc1
  0.5	95	-0.2	-2	1	-4	-7	-19	-9	2
CCCCCC(=O)NNC(=O)c1ccc(F)cc1
  -0.2	95	1.3	3	7	10	-5	-2	2	-1
CN(C)CCCOC(=O)COc1ccc(Br)cc1
  -0.1	99	0.5	2	-6	10	-1	-7	-3	2
O=C(COc1ccccc1)Nc1ccc(S(=O)(=O)N2CCOCC2)cc1
  0.0	124	3.5	-3	-2	-1	nt	-9	0	1
COc1cccc2c1O/C(=N\O)C(C(=O)Nc1cccc(Br)c1)C2 (centres undefined)
  0.1	200	-0.6	3	-7	-3	-3	1	-3	1
CCCCCCCCSc1n[nH]c(N)n1
  0.0	99	-0.7	-2	2	1	-5	11	-12	-1
CCOC(=O)/C(=C/c1c2ccccc2cc2ccccc12)NC(=O)c1ccccc1
  0.0	109	2.4	4	10	36	-7	-3	9	-2
FC(F)(F)c1cc(Cl)c2nc(-c3ccco3)c(Cc3ccccc3C(F)(F)F)n2c1
  0.2	101	0.5	-7	nt	-7	-6	nt	nt	nt
COC(=O)c1ccc(COc2ccc(C3C4=C(CCCC4=O)Nc4onc(C)c43)cc2)cc1 (centres undefined)
  1.1	105	-3.7	4	-4	5	-4	-8	-2	-1
C/C(=N/OCO/N=C(\C)c1ccc(F)cc1F)c1ccc(F)cc1F
  0.2	99	0.2	2	-2	2	-10	-14	2	-3
CC1(C)NC(=O)N(CC(O)COc2cccc(F)c2)C1=O (centres undefined)
  -0.2	99	-0.4	5	nt	2	-4	9	2	1

Next part.
Below each SMILES – aDG glyco up	ABCB6 inh 2	iPSC survival up	m5-HT2A agonist	Vif imaging	Exocytosis inh	CaV13 ICDI inh	PDI turbidity	H9c2 protect	N-glyco inh
Cn1c(=O)c2c(nc(CN3CCOCC3)n2CC(O)CO)n(C)c1=O (centres undefined)
  0.7	97	0.4	1	-14	2	-8	-4	3	2
Cc1ccc(NC(=O)c2cnn(C)c2)cc1[N+](=O)[O-]
  -0.1	96	4.6	-3	4	-1	-5	-2	5	0
COc1ccc(C(=O)NCCNC(=O)c2cnccn2)cc1
  0.1	100	0.2	-2	5	9	-6	-2	-6	-1
CCSc1ccc([C@@H]2[C@@H]3C(=O)N(CC)C(=O)[C@@H]3[C@]3(C(=O)OC)CCCN23)cc1
  -0.2	99	-3.0	-2	-6	-5	-6	-6	-6	-2
CN(C)c1nc(N)nc(CSc2nnnn2-c2cccc3ccccc23)n1
  0.0	99	2.6	4	-9	-2	-3	-4	-9	-3
Cc1cccc(C(=O)Nc2ccccc2C(=O)Nc2ccc(C(=O)O)cc2)c1
  -0.2	98	-0.6	0	11	8	-5	-42	-3	2
Cn1ncc2c(Nc3cccc([N+](=O)[O-])c3)ncnc21
  0.3	97	-0.5	0	8	2	-12	4	12	2
COc1cc(C=C2C(=O)OC(C)(C)OC2=O)ccc1OCC(=O)Nc1ccccc1
  0.8	97	-1.6	1	2	15	-7	0	2	-6

Individual results from the results shown:
Cn1c(=O)c2c(nc(CN3CCOCC3)n2CC(O)CO)n(C)c1=O (centres undefined) in ABCB6 inh 2 is listed with 97
CCSc1ccc([C@@H]2[C@@H]3C(=O)N(CC)C(=O)[C@@H]3[C@]3(C(=O)OC)CCCN23)cc1 in H9c2 protect is listed with -6
